Source: PubChem BioAssay (several laboratories)
PfHsp40 rescue: rescue of PfHsp40-mediated yeast toxicity; S. cerevisiae expressing PfHsp40, growth rescue, ATP luminescence; growth rescue, % at 12.5 µM; 340,000 compounds, 0.68% hits; in the data active means growth rescue above about 28%, passing the limit was not always enough; inconclusive means no clear call, values can overlap the other calls;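 further: yeast W303a lacking pdr1 and pdr3 grown in galactose medium; growth measured after three days at 30 °C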
Mtb UGM inh: Mtb UDP-galactopyranose mutase inhibition. inhibition, % at 10 µM. purified UGM, fluorescence polarization probe displacement. P9WIQ1. 320,000 compounds, 0.06% hits. AID 504406; in the data active means inhibition above about 10%, passing the limit was not always enough; inconclusive means no clear call, values can overlap the other calls
Target sequence (P9WIQ1 whole entry, looked up): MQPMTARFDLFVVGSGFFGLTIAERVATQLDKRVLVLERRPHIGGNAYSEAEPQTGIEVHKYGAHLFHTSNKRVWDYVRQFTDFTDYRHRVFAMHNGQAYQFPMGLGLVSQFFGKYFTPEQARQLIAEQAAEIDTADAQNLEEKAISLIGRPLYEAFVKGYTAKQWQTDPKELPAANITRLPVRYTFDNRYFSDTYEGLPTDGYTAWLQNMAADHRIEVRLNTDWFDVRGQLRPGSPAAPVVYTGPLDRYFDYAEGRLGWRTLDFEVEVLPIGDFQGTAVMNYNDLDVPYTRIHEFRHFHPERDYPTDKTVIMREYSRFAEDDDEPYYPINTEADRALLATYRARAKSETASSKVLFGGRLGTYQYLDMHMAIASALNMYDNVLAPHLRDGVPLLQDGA
BoNT A protease: blocks Botulinum neurotoxin A light chain protease. multiplex microsphere protease substrate cleavage, flow cytometry. inhibition, % at 10 µM. 360,000 compounds, 0.17% hits; further: plate controls were buffer without enzyme for full effect and enzyme alone for no effect
Anthrax LF inh2: anthrax lethal factor protease inhibition | 360,000 compounds, 0.12% hits | inhibition, % at 10 µM | P15917 | multiplex microsphere protease cleavage assay, LF; further: plate controls were buffer without enzyme for full effect and enzyme alone for no effect
GDH-TPI inh: inhibits GDH-TPI coupling enzymes, artifact for Mtb FBA screen; GDH-TPI coupled enzyme counterscreen, NADH absorbance; inhibition, % at 4.8 µM; 360,000 compounds, 1.2% hits; in the data active means inhibition above about 30%;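 further: 0% = DMSO wells and 100% = wells lacking the enzyme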
FadD28 binding: inhibitors of Mycobacterium tuberculosis FadD28 bisubstrate binding; FadD28 bisubstrate probe binding, fluorescence polarization; inhibition, % at 12.5 µM; 360,000 compounds, 0.22% hits; in the data active means inhibition above about 8.5%, passing the limit was not always enough; inconclusive means no clear call, values can overlap the other calls
BoNT F protease: BoNT F light chain protease inhibition | 360,000 compounds, 0.22% hits | inhibition, % at 10 µM | Multiplex microsphere protease cleavage assay, flow cytometry; in the data active means inhibition above about 35%, passing the limit was not always enough; inconclusive means no clear call, values can overlap the other calls; further: plate controls were buffer without enzyme for full effect and enzyme alone for no effect
Mtb BioA inh: BioA (M. tuberculosis) enzyme inhibition | purified M. tuberculosis BioA enzyme, plate reader | 360,000 compounds, 0.096% hits | inhibition, % at 9.99 µM; in the data active means inhibition above about 40%; inconclusive means no clear call, values can overlap the other calls
Mtb FBA inh: Mtb fructose-bisphosphate aldolase inhibition. purified M. tuberculosis FBA, fluorescence read-out. 360,000 compounds, 2.3% hits. inhibition, % at 1 µM. P9WQA3; in the data active means inhibition above about 27%;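 further: 0% = vehicle and 100% = reference inhibitor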
Target sequence (P9WQA3 whole entry, looked up): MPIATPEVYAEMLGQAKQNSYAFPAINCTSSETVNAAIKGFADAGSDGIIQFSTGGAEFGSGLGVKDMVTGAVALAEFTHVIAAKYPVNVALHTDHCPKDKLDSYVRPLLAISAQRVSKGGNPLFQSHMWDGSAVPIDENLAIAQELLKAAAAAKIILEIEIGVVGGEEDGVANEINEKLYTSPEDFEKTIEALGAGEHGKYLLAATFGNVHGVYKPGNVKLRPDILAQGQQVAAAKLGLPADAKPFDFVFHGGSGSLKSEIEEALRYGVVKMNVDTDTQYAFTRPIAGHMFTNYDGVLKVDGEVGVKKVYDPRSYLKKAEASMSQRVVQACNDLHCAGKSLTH
Active calls of the source: *; ? = inconclusive; nt = no result given; & = joins results of further samples. Unless noted, no stated cut-off is given here; in the data, active means inhibition above about 30%; inconclusive means no clear call, values can overlap the other calls; inactive means below that. Outcome played no part in choosing rows; overall some 4.7% were active at least once.

SMILES	PfHsp40 rescue	Mtb UGM inh	BoNT A protease	Anthrax LF inh2	GDH-TPI inh	FadD28 binding	BoNT F protease	Mtb BioA inh	Mtb FBA inh
COc1ccc(S(=O)(=O)N2CN3CCN(C3)C2)cc1	-2.2	0.8	-4.5	-6	12	-0.9	?	-1.2	3
CC1CCCCC1NC(=O)c1ccc(NC2=NC3CS(=O)(=O)CC3S2)cc1 (configuration not stated)	-1.5	0.3	1.1	0	-2	-2.6	7	-1.6	23
COc1ccc(CCNC(=S)Nc2ccccc2C)cc1	-0.2	3.9	0.3	-2	0	-3.1	-38	1.0	1
CC=Cc1cc2c(c(=O)o1)C(=O)C(O)C(C)O2 (configuration not stated)	-2.5	nt	0.5	2	28	-1.0	-8	nt	-2
COc1ccc(-c2oc3ccc(N4CCOCC4)cc3c2C#CCO)cc1	0.7	3.5	0.8	-2	47*	1.8	0	-1.7	33*
CCN(CC)S(=O)(=O)c1ccc(OC)c(NC(=O)c2cc3c(=O)n4ccccc4nc3s2)c1	0.8	-0.8	-0.7	-2	0	-0.3	-6	nt	1
COC(=O)c1cc(S(=O)(=O)NCc2ccccc2)cn1C	-2.1	nt	0.0	4	-7	0.7	-13	0.8	2
Cc1ccc(C(=O)NCCC(=O)Nc2ccccc2C)cc1	1.4	-2.4	-0.2	11	-4	-2.9	30	-0.3	0
O=C(Nc1cnc2ccccc2c1)c1ccncc1	1.5	2.3	-1.4	-2	7	-0.3	-3	-1.2	2
C=C(C)c1cccc(C(C)(C)NC(=O)N2CC(C)OC(C)C2)c1 (configuration not stated)	-0.9	-0.4	-0.3	-4	7	-2.4	-18	-0.7	-2
O=C(c1[nH]c(C(F)(F)F)nc1-c1ccccc1)N1CCN(c2ncccc2C(F)(F)F)CC1	nt	nt	-0.7	-1	nt	0.1	4	0.2	2
O=c1[nH]c(/C=C\c2cccc(O)c2)nc(O)c1[N+](=O)[O-]	1.8	0.0	1.8	0	35*	-5.9	?	0.2	-7
COC(=O)CSc1cccc2c1C(=O)CC2c1ccccc1 (configuration not stated)	-0.5	1.0	-1.1	-15	10	-0.8	-7	-0.5	-1
O=C(NC1CCCCC1)c1ccc(-c2ccccc2)cc1	-0.6	1.3	-0.9	-2	5	-0.1	-14	-2.1	2
Cc1cccc(NS(=O)(=O)c2cc(C(=O)N3CCCC3)ccc2Cl)c1	-1.1	-1.7	-1.0	0	0	-0.3	-7	nt	3
COC(=O)[C@H](CC(C)C)NC(=O)CC[C@H]1O[C@@H](n2cc(C)c(=O)[nH]c2=O)C[C@@H]1O	nt	nt	0.1	1	nt	-2.3	-2	0.0	-1
N#CCCn1cc(C=C2C(=O)NC(=O)NC2=O)c(-c2ccccc2)n1	-0.9	-0.3	0.0	-3	-6	0.2	-4	nt	2
O=C(COc1ccc(Br)cc1)Nc1ccccc1C(=O)N1CCOCC1	0.8	-2.3	-0.4	-1	1	-3.3	3	-0.2	0
COc1ccc(-c2ccnc3c(C(=O)O)cnn23)cc1	0.2	-1.0	-0.5	-6	4	-1.6	-2	nt	16
Cc1ccc(CN(C(=O)CNC(=O)c2cccs2)C(C(=O)NCC2CCCO2)c2ccccc2)cc1 (configuration not stated)	0.5	-0.2	-0.8	-5	2	-2.1	-4	nt	-2
COC(=O)c1nnn(CC(=O)Nc2cc(Cl)ccc2C)c1C(=O)OC	0.2	-0.8	-1.0	-1	0	0.9	-29	-4.5	-2
CC(=O)c1c(C(C)=O)c(C)n(NC(=O)c2ccncc2)c1C	-1.0	-1.3	-0.3	-7	-7	-3.6	-3	nt	0
COC(=O)C1=C(C)N(c2cccc3ccccc23)C(=O)C1	1.2	-0.3	1.0	-9	7	-0.3	-1	nt	2
COC(=O)c1ccccc1NC(=O)CSc1nc(N)cc(=O)[nH]1	-0.3	-0.7	-0.3	-4	8	-2.0	0	nt	-1
O=C(COC(=O)c1cccs1)NCc1ccco1	5.5	-1.2	0.0	3	-12	-3.4	-7	-0.5	0
COc1ccc(CNCCC(c2ccc(OC(C)C)cc2)c2ccccc2OC)cc1 (configuration not stated)	-0.8	0.0	4.4	-2	12	-3.2	-18	nt	-1
Clc1ccc(CONc2ncnc3nonc23)c(Cl)c1	6.3	-0.1	1.6	8	0	-5.3	-2	2.8	-5
Cc1cccc(C)c1OCC(=O)NNC(=O)c1ccoc1C	-0.7	3.7	0.9	3	11	0.3	7	nt	-2
CC(C)(C)NS(=O)(=O)c1ccc2nc(NC(=O)c3ccc(N4C(=O)CCC4=O)cc3)sc2c1	-0.1	-0.9	0.8	2	21	-4.3	2	nt	4
Cc1ccc(S(=O)(=O)N2CCCC(c3nc4c(nnn4Cc4ccc5c(c4)OCCO5)c(=O)[nH]3)C2)cc1 (configuration not stated)	1.7	-0.2	0.0	-1	-1	-0.2	2	1.3	6
COc1ccc(C(=O)NC(C)CCCC(C)(C)O)cc1OC1CCN(C(C)=O)CC1 (configuration not stated)	0.2	-0.7	-5.3	3	-2	1.1	?	-0.6	-1
Fc1ccccc1Sc1ccccc1CNC1=NCCN1	0.0	0.9	-0.5	0	-6	-7.5	-4	1.0	4
CN(C)c1ccc(/C=N/NC(=O)c2ccccc2Cl)cc1	0.3	1.5	-0.3	-2	26	2.4	-5	1.3	2
Cc1cc(=O)n2c3ccccc3n(CC(O)CN3CCOCC3)c2c1C#N (configuration not stated)	1.8	-2.1	0.2	-2	12	-2.6	-3	-0.2	6
CCOC(=O)C1=C(C(F)(F)F)Nc2ncnn2C1c1cc(OC)c(OC)cc1OC (configuration not stated)	0.4	3.1	-0.3	0	2	-3.2	-4	0.4	-6
NS(=O)(=O)c1ccc(CNC(=O)c2cc(-c3ccccn3)nc3ccc(Cl)cc23)cc1	nt	1.7	0.3	-4	14	-4.3	-6	nt	1
Cc1ccc(-c2cc(C(=O)O)n[nH]2)s1	-1.1	-3.7	1.3	5	-7	-3.4	10	nt	0
O=C(CSc1nnc(NC2CC2)s1)NN1C(=O)NC2(CCCCC2)C1=O	-1.1	-0.3	0.9	2	8	-0.3	-1	-0.6	-2
COc1ccccc1-n1c(-c2ccco2)n[nH]c1=S	0.1	1.6	0.7	-5	-1	-2.1	11	0.4	8
COc1ccc(/C=C/C(=O)NCc2nc3ccccc3[nH]2)cc1OC	-0.3	1.4	0.1	0	12	-2.6	-2	nt	8

Given in CSV form: part of the list above
SMILES,PfHsp40 rescue,Mtb UGM inh,BoNT A protease,Anthrax LF inh2,GDH-TPI inh,FadD28 binding,BoNT F protease,Mtb BioA inh,Mtb FBA inh
Fc1ccccc1Sc1ccccc1CNC1=NCCN1,0.0,0.9,-0.5,0,-6,-7.5,-4,1.0,4
CN(C)c1ccc(/C=N/NC(=O)c2ccccc2Cl)cc1,0.3,1.5,-0.3,-2,26,2.4,-5,1.3,2
Cc1cc(=O)n2c3ccccc3n(CC(O)CN3CCOCC3)c2c1C#N (configuration not stated),1.8,-2.1,0.2,-2,12,-2.6,-3,-0.2,6
CCOC(=O)C1=C(C(F)(F)F)Nc2ncnn2C1c1cc(OC)c(OC)cc1OC (configuration not stated),0.4,3.1,-0.3,0,2,-3.2,-4,0.4,-6

Next section
SMILES	PfHsp40 rescue	Mtb UGM inh	BoNT A protease	Anthrax LF inh2	GDH-TPI inh	FadD28 binding	BoNT F protease	Mtb BioA inh	Mtb FBA inh
N#CC1=C(S)N=C(N)C(c2nc(-c3ccccc3)cs2)C12CCCCC2 (configuration not stated)	5.3	0.7	-0.4	1	21	-0.5	1	-0.4	3
CCCCn1c(N)c(N(CC(C)C)C(=O)c2cc(Cl)nc3ccccc23)c(=O)[nH]c1=O	-0.4	1.3	-0.1	0	-2	-5.1	-15	nt	0
CCCCNc1ccc(S(=O)(=O)c2cccc([N+](=O)[O-])c2)cc1[N+](=O)[O-]	?	1.9	-0.7	0	-1	1.3	-4	nt	-2
O=C1CC(c2ccccc2)CC(O)=C1C=NCCN1CCN(C(=S)Nc2cccc(Cl)c2)CC1 (configuration not stated)	-1.2	-2.3	?	-1	2	-6.5	-14	-0.5	1
O=C(O)C1CCCN1C(=O)Oc1ccccc1 (configuration not stated)	0.3	1.6	-0.2	-18	2	-4.1	-6	-1.8	1
COC(=O)c1ccc(C2NCCc3cc(OC)c(OC)cc32)cc1 (configuration not stated)	-1.6	-2.5	-5.8	-12	2	-1.1	-25	-1.2	0
COc1ccc(C(=O)N2CCN(CCNC(=O)C(=O)Nc3ccc(Br)cc3)CC2)cc1	-0.2	0.1	2.7	3	1	-1.9	0	-0.6	1
CCCCNC(=O)C1CCC(CNS(=O)(=O)c2ccc(C)cc2)CC1 (configuration not stated)	-1.5	-2.1	-1.2	0	-2	-3.0	-4	nt	-7
O=C(C1CCN(S(=O)(=O)c2ccc3ccccc3c2)CC1)N1CCN(c2ncccn2)CC1	2.4	4.6	-1.2	-9	14	0.7	-20	-1.1	1
c1ccc2c(c1)CCN2CCN1CCc2ccccc21	0.9	0.6	?	?	2	-1.3	?	-1.9	0
O=C(Cn1cnc2c(NCc3ccccc3)ncnc21)N1CCN(c2ccccn2)CC1	0.3	nt	-0.4	-1	-6	-0.6	-1	-0.1	8
CCC(C)N(C(=O)CSc1nnc(-c2ccco2)n1C)C1CCS(=O)(=O)C1 (configuration not stated)	-0.9	-3.5	-3.9	-3	-8	-2.2	6	nt	3
Cc1ccc(CNC(=O)c2cccnc2Sc2cccc(Cl)c2)cc1	0.6	0.4	-4.8	?	5	-4.7	-9	0.9	0
COC(=O)n1c(=O)oc2ccc(S(=O)(=O)N3CCCCC3)cc21	-1.8	-1.9	-0.2	-7	3	-2.0	2	nt	5
CC(C)OC(=O)NC(Nc1ccccc1C(=O)O)(C(F)(F)F)C(F)(F)F	0.6	1.8	-0.7	-4	-2	-4.2	0	nt	22
COc1ccc(C2=NN(C(=O)CCC(=O)O)C(c3ccc(Br)cc3)C2)cc1 (configuration not stated)	-0.5	0.4	3.7	-14	-1	-1.3	-9	6.0	5
CC(=O)N1CCN(c2ccc(NCc3cccc(C)c3)cc2)CC1	0.6	3.5	-0.4	-9	8	-0.3	-21	-1.5	8
CC(C)C1C(=O)N(Cc2cn(CCC3OCCCO3)nn2)CCS(=O)(=O)N1Cc1ccc(-c2ccc(Cl)c(Cl)c2)cc1 (configuration not stated)	nt	nt	0.1	4	-10	0.2	-2	-1.3	2
O=C(CNC1CCCCC1)N1CCC2(CC1)OCCO2	2.2	1.1	0.0	-2	7	-0.8	-8	-7.1	2
CCOc1nc(Nc2ccc(OC)cc2OC)nc(OCC)n1	-1.0	-3.3	-1.4	1	-4	-1.4	?	-3.0	3
Cc1ccc2nc(Nc3ccc(C)c(C)c3)c3nncn3c2c1	7.6	-0.5	-0.6	10	3	-1.3	8	-1.8	6
O=C(Nc1ccc(Cl)cn1)c1ccc(Br)c(S(=O)(=O)N2CCCCC2)c1	-0.2	4.1	-0.5	0	-1	-3.3	-5	0.8	1
O=C(CC1Nc2ccccc2NC1=O)Nc1ccc2c(c1)OCO2 (configuration not stated)	1.0	0.0	0.6	0	5	0.0	0	nt	2
CCc1nn(CCCN2CCN(c3cccc(Cl)c3)CC2)c(=O)n1CCOc1ccccc1	0.6&-2.8	-1.0&3.1	-0.1&-0.6	1&6	-5&-6	-1.8&-4.9	-3&-13	0.8&1.3	2&-3
O=C(c1nc(-c2ccccc2)n(-c2ccccc2)n1)N1CCN(S(=O)(=O)c2ccccc2)CC1	-1.0	0.9	0.6	6	1	-1.3	3	0.8	2
CC1CCN(C(=O)CCC(=O)N2CC(C)Oc3ccccc32)CC1 (configuration not stated)	0.8	-2.1	-0.2	-11	-8	-4.1	0	-0.1	1
CCOc1ccc(/C=C2\SC(=O)N(CCNC(=O)C3COc4ccccc4O3)C2=O)cc1OC (configuration not stated)	4.8	3.7	1.7	2	26	-0.2	12	-0.2	2
